VLA-4 inh: inhibition in a human VLA-4 binding assay | P13612 | hit rate 0.2% among 330,000 | inhibition, % (about 7 µM as worked out from the volumes in the protocol) | VLA-4 expressing cells, ligand binding flow cytometry | AID 2557; in the data active = inhibition above about 50%
Target sequence (P13612 whole entry, looked up): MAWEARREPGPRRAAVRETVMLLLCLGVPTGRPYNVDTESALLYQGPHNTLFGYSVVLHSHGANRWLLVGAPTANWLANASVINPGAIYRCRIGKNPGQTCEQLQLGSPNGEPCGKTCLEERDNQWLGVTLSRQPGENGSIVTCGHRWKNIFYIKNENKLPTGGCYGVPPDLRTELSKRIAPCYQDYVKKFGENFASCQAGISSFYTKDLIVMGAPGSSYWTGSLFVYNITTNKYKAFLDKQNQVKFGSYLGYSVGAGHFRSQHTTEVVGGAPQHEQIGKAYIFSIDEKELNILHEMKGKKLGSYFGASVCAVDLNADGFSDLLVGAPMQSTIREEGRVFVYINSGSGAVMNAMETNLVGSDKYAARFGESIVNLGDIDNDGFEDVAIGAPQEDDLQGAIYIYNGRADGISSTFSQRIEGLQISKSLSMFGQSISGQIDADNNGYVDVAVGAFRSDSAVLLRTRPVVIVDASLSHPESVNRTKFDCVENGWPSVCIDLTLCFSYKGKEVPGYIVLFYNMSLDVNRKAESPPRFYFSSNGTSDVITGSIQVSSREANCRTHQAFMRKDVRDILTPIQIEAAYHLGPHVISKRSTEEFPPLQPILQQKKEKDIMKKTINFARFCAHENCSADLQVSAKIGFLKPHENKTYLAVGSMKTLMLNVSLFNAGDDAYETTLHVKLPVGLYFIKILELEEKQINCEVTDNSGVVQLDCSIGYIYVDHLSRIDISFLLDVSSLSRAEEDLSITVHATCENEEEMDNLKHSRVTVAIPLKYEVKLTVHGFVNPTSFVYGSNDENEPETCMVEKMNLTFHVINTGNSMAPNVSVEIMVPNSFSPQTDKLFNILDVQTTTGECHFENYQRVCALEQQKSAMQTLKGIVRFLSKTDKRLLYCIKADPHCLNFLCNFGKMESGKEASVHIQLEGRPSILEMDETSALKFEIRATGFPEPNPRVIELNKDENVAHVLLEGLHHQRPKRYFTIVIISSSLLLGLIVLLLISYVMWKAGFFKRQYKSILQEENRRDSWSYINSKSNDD
Yeast superoxide: caloric restriction mimetics inhibiting age-related superoxide in yeast; superoxide response (% of plate mean), % at 10 µM; hit rate 0.18% among 330,000; S. cerevisiae aged cells, superoxide DHE fluorescence; stronger effect = lower value;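 active = superoxide response under a set limit, about three screen SD below normal, cut at about 65% in these data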;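 also: yeast aged for seven days with compound at 30 °C before DHE staining; 100% = average MFI of all compound-treated wells on the plate with controls excluded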
CIT2 TOR yeast: modulators of TOR pathway CIT2-GFP in S. cerevisiae | S. cerevisiae CIT2-GFP strain, flow cytometry, 3 h; 100 means same as DMSO wells | GFP response vs DMSO, % at 10 µM | hit rate 0.065% among 320,000;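 active = GFP response relative to DMSO above a set limit, near the screen mean plus 3 SD, cut at about 150% in these data; inconclusive = Fewer than 70 cells measured for a yeast strain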;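 also: ratio of well median GFP fluorescence to mean of DMSO wells on the plate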
GRK2 aptamer HTS: human GRK2 inhibition via aptamer displacement | P25098 | bead flow cytometry, FAM-aptamer displacement from GRK2 | inhibition of aptamer binding, % at 10 µM | hit rate 0.59% among 330,000 | AID 488847;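 active = inhibition of aptamer binding above 40%, roughly 3 SD of noise, on plates passing a quality check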;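 also: median bead fluorescence of bound FAM aptamer so fluorescent compounds give negative values; no value below 0 was filed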
MEP2-GFP yeast: modulators of TOR pathway MEP2-GFP in S. cerevisiae; GFP response vs DMSO, % at 10 µM; hit rate 0.51% among 330,000; S. cerevisiae MEP2-GFP strain, flow cytometry GFP, 3 h; 100% = DMSO control level; AID 2016;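 active = GFP response versus DMSO above a set limit, roughly screen mean plus 3 SD, cut at about 180% in these data; inconclusive = fewer than 70 cells counted for a yeast strain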;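 also: median GFP fluorescence of the barcode-gated MEP2-GFP cells per well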
AGP1 TOR yeast: alters AGP1-GFP fluorescence in TOR pathway yeast screen. GFP response vs DMSO, % at 10 µM. S. cerevisiae AGP1-GFP multiplex flow cytometry, 3 h; GFP as percent of DMSO wells. hit rate 0.02% among 320,000. AID 2066;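 active = GFP response relative to DMSO above a set limit, near screen average plus 3 SD, cut at about 150% in these data; inconclusive = fewer than 70 cells counted for the yeast strain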;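 also: median GFP channel fluorescence of the gated AGP1 strain per well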
LAP4 TOR yeast: alters LAP4-GFP fluorescence in TOR pathway yeast screen. S. cerevisiae LAP4-GFP multiplex, flow cytometry GFP, 3 h; median GFP as percent of DMSO wells. GFP response vs DMSO, % at 10 µM. hit rate 0.34% among 320,000. AID 2023;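 active = GFP response vs DMSO above a set limit, about the screen mean plus 3 SD, cut at about 150% in these data; inconclusive = under 70 cell events counted for the yeast strain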
RPL19A TOR yeast: alters RPL19A-GFP fluorescence in TOR pathway yeast screen; S. cerevisiae RPL19A-GFP strain, flow cytometry, 3 h; stronger effect = lower value; percent response vs DMSO, % at 10 µM; hit rate 0.3% among 330,000; AID 2025;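 active = percent response vs DMSO below 50%; inconclusive = fewer than 70 events counted for the yeast strain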;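 also: median channel GFP fluorescence of the barcoded RPL19A-GFP strain; ratio of sample median GFP to plate DMSO average so 100% = DMSO; lower means less RPL19A-GFP as with rapamycin TOR inhibition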
Active calls of the source: *.

Results for CCCCNc1nnc(SCC(=O)c2c(N)n(C3CC3)c(=O)[nH]c2=O)s1 ?
VLA-4 inh: 18; Yeast superoxide: 137; CIT2 TOR yeast: 88; GRK2 aptamer HTS: 6; MEP2-GFP yeast: 99; AGP1 TOR yeast: 100; LAP4 TOR yeast: 100; RPL19A TOR yeast: 95

What do the screens show for `COc1ccc(CCNc2nncc(=O)[nH]2)cc1OC`?
VLA-4 inh: 5; Yeast superoxide: 87; CIT2 TOR yeast: 105; GRK2 aptamer HTS: 3; MEP2-GFP yeast: 102; AGP1 TOR yeast: 105; LAP4 TOR yeast: 104; RPL19A TOR yeast: 102

What do the screens show for `N#C/C(=C\c1ccc(Cl)cc1)c1nc(-c2ccco2)cs1`?
VLA-4 inh: 11; Yeast superoxide: 97; CIT2 TOR yeast: 101; GRK2 aptamer HTS: 0; MEP2-GFP yeast: 110; AGP1 TOR yeast: 97; LAP4 TOR yeast: 106; RPL19A TOR yeast: 100

Results for CC1=C(C(=O)OC2CCCCC2)C(c2ccco2)C2=C(CC(C)(C)CC2=O)N1 (stereo unspecified) ?
VLA-4 inh: 17; Yeast superoxide: 105; CIT2 TOR yeast: 100; GRK2 aptamer HTS: 0; MEP2-GFP yeast: 106; AGP1 TOR yeast: 103; LAP4 TOR yeast: 96; RPL19A TOR yeast: 98

What do the screens show for `COCCCNC(=S)N1CCCN(c2nc3cc(C)ccc3cc2C#N)CC1`?
VLA-4 inh: 15; Yeast superoxide: 100; CIT2 TOR yeast: 81; GRK2 aptamer HTS: 3; MEP2-GFP yeast: 89; AGP1 TOR yeast: 90; LAP4 TOR yeast: 90; RPL19A TOR yeast: 100

Results for c1csc(-c2nc3ccccn3c2NC2CCCCC2)c1 ?
VLA-4 inh: 4; Yeast superoxide: 98; CIT2 TOR yeast: 96; GRK2 aptamer HTS: 0; MEP2-GFP yeast: 98; AGP1 TOR yeast: 100; LAP4 TOR yeast: 97; RPL19A TOR yeast: 100

What do the screens show for `Cc1cccc(C)c1NC(=O)CSc1nnc(C2CCCCC2)o1`?
VLA-4 inh: 12; Yeast superoxide: 111; CIT2 TOR yeast: 101; GRK2 aptamer HTS: 4; MEP2-GFP yeast: 96; AGP1 TOR yeast: 101; LAP4 TOR yeast: 95; RPL19A TOR yeast: 99

Results for CN1CC(=O)Nc2ccc(Br)cc2C1=O ?
VLA-4 inh: 52*; Yeast superoxide: 65*; CIT2 TOR yeast: inconclusive; GRK2 aptamer HTS: 1; MEP2-GFP yeast: inconclusive; AGP1 TOR yeast: inconclusive; LAP4 TOR yeast: inconclusive; RPL19A TOR yeast: inconclusive

How did Cc1nnc(Nc2ccc(Cl)cc2)s1 do in these assays?
VLA-4 inh: -1; Yeast superoxide: 113; GRK2 aptamer HTS: 0; MEP2-GFP yeast: 135; RPL19A TOR yeast: 92

Results for CCCCOC(=O)COc1ccc(Cl)cc1Cl ?
VLA-4 inh: 13; Yeast superoxide: 80; CIT2 TOR yeast: 84; GRK2 aptamer HTS: 1; MEP2-GFP yeast: 94; AGP1 TOR yeast: 93; LAP4 TOR yeast: 102; RPL19A TOR yeast: 98

How did O=C(O)CCC(=O)Nc1ccccc1C(=O)Nc1ccccc1 do in these assays?
VLA-4 inh: 17; Yeast superoxide: 109; CIT2 TOR yeast: 98; GRK2 aptamer HTS: 1; MEP2-GFP yeast: 104; AGP1 TOR yeast: 102; LAP4 TOR yeast: 103; RPL19A TOR yeast: 99

How did CN(CC(=O)Nc1ccc(Cl)cc1)CC(=O)Nc1ccc(F)c(F)c1F do in these assays?
VLA-4 inh: -1; Yeast superoxide: 88; CIT2 TOR yeast: 108; GRK2 aptamer HTS: 0; MEP2-GFP yeast: 119; AGP1 TOR yeast: 96; LAP4 TOR yeast: 103; RPL19A TOR yeast: 108

What do the screens show for `Cc1nn(CC(=O)NCc2ccc(OC(C)C)cc2)c(=O)c2cc(-c3ccccc3)nn12`?
VLA-4 inh: 1; Yeast superoxide: 105; CIT2 TOR yeast: 104; GRK2 aptamer HTS: 0; MEP2-GFP yeast: 98; AGP1 TOR yeast: 97; LAP4 TOR yeast: 91; RPL19A TOR yeast: 96

What do the screens show for `Cc1ccc(C(=O)NNC(=O)c2cccnc2SCc2cccc([N+](=O)[O-])c2)cc1`?
VLA-4 inh: -16; Yeast superoxide: 99; CIT2 TOR yeast: 91; GRK2 aptamer HTS: 0; MEP2-GFP yeast: 99; AGP1 TOR yeast: 92; LAP4 TOR yeast: 96; RPL19A TOR yeast: 97

Results for O=C(NCCN1CCOCC1)c1cccs1 ?
VLA-4 inh: -2; Yeast superoxide: 97; CIT2 TOR yeast: 115; GRK2 aptamer HTS: 0; MEP2-GFP yeast: 106; AGP1 TOR yeast: 100; LAP4 TOR yeast: 102; RPL19A TOR yeast: 94

What do the screens show for `COc1cccc(-n2c(=O)c3c(C)c(C(=O)N(C)C)sc3n(CC(=O)NCC3CCCO3)c2=O)c1` (stereo unspecified)?
VLA-4 inh: -13; Yeast superoxide: 81; CIT2 TOR yeast: 133; GRK2 aptamer HTS: 0; MEP2-GFP yeast: 109; AGP1 TOR yeast: 111; LAP4 TOR yeast: 96; RPL19A TOR yeast: 102

Results for COc1nc(OCCNC(C)=O)nc(N(C)C)n1 ?
Yeast superoxide: 91; CIT2 TOR yeast: 104; GRK2 aptamer HTS: 2; MEP2-GFP yeast: 101; AGP1 TOR yeast: 106; LAP4 TOR yeast: 103; RPL19A TOR yeast: 98

How did Cn1c(N)c(C(=O)COC(=O)[C@@H]2CCCN2S(=O)(=O)c2ccc(Cl)cc2)c(=O)n(C)c1=O do in these assays?
VLA-4 inh: 14; Yeast superoxide: 100; CIT2 TOR yeast: 106; GRK2 aptamer HTS: 2; MEP2-GFP yeast: 100; AGP1 TOR yeast: 100; LAP4 TOR yeast: 103; RPL19A TOR yeast: 96

What do the screens show for `COc1ccc(Cn2c(=O)[nH]c3cc(C(=O)Nc4ccc(N5CCN(C)CC5)cc4)ccc32)cc1`?
VLA-4 inh: -8; Yeast superoxide: 100; CIT2 TOR yeast: 92; GRK2 aptamer HTS: 0; MEP2-GFP yeast: 105; AGP1 TOR yeast: 99; LAP4 TOR yeast: 96; RPL19A TOR yeast: 102

Results for CCN1CCN(c2cc(C(C)(C)C)nc3c(-c4ccccc4)c(C)nn23)CC1 ?
VLA-4 inh: 18; Yeast superoxide: 79; CIT2 TOR yeast: 115; GRK2 aptamer HTS: 3; MEP2-GFP yeast: 110; AGP1 TOR yeast: 110; LAP4 TOR yeast: 109

What do the screens show for `CC(C)c1ccc(C2=C(O)c3ccccc3C(=O)C2=O)cc1`?
VLA-4 inh: -1; Yeast superoxide: 87; CIT2 TOR yeast: 99; GRK2 aptamer HTS: 2; MEP2-GFP yeast: 91; AGP1 TOR yeast: 90; LAP4 TOR yeast: 86; RPL19A TOR yeast: 106

Results for O=C(CSc1nc(=O)n2ccccc2n1)N1N=C(c2cccs2)CC1c1ccc(F)cc1 (stereo unspecified) ?
VLA-4 inh: -3; Yeast superoxide: 100; CIT2 TOR yeast: 110; GRK2 aptamer HTS: 3; MEP2-GFP yeast: 100; AGP1 TOR yeast: 100; LAP4 TOR yeast: 95; RPL19A TOR yeast: 98

How did CCOC(=O)C1CCN(CC(=O)Nc2c(C(=O)OC)[nH]c3cccc(C)c23)CC1 do in these assays?
VLA-4 inh: 13; Yeast superoxide: 96; CIT2 TOR yeast: 97; GRK2 aptamer HTS: 54*; MEP2-GFP yeast: 106; AGP1 TOR yeast: 106; LAP4 TOR yeast: 100; RPL19A TOR yeast: 102

Results for CC1(c2ccc3noc(-c4ccc(Cl)cc4)c3c2)OCCO1 ?
VLA-4 inh: 14; Yeast superoxide: 99; CIT2 TOR yeast: 106; GRK2 aptamer HTS: 0; MEP2-GFP yeast: 92; AGP1 TOR yeast: 105; LAP4 TOR yeast: 95

How did CCN(C(=O)COC(=O)Cn1cnc2c1c(=O)n(C)c(=O)n2C)C1CCS(=O)(=O)C1 (stereo unspecified) do in these assays?
VLA-4 inh: 3; Yeast superoxide: 82; CIT2 TOR yeast: 91; GRK2 aptamer HTS: 5; MEP2-GFP yeast: 98; AGP1 TOR yeast: 94; LAP4 TOR yeast: 90; RPL19A TOR yeast: 98

How did COC(=O)CCC(=O)Nc1cccc2c(NC(=O)CCC(=O)OC)cccc12 do in these assays?
VLA-4 inh: 12; Yeast superoxide: 109; CIT2 TOR yeast: 95; GRK2 aptamer HTS: 3; MEP2-GFP yeast: 106; AGP1 TOR yeast: 102; LAP4 TOR yeast: 110; RPL19A TOR yeast: 96

Results for CCc1ccc(C(=O)CCC2CCCCC2=O)cc1 (stereo unspecified) ?
VLA-4 inh: 24; Yeast superoxide: 99; CIT2 TOR yeast: 100; GRK2 aptamer HTS: 1; MEP2-GFP yeast: 104; AGP1 TOR yeast: 107; LAP4 TOR yeast: 106; RPL19A TOR yeast: 101

Results for Cc1ccc(S(=O)(=O)NC2=NCN(CCN3CCOCC3)CN2)cc1 ?
VLA-4 inh: 4; Yeast superoxide: 97; CIT2 TOR yeast: 109; GRK2 aptamer HTS: 0; MEP2-GFP yeast: 105; AGP1 TOR yeast: 95; LAP4 TOR yeast: 91; RPL19A TOR yeast: 97

What do the screens show for `COC(=O)Nc1ccc(C)c(NC(=O)OC)c1`?
VLA-4 inh: -8; Yeast superoxide: 109; CIT2 TOR yeast: 95; GRK2 aptamer HTS: 0; MEP2-GFP yeast: 109; AGP1 TOR yeast: 96; LAP4 TOR yeast: 97; RPL19A TOR yeast: 96

What do the screens show for `O=C(CCNC(=O)c1ccc(Br)cc1)NCc1ccccn1`?
VLA-4 inh: 3; Yeast superoxide: 91; CIT2 TOR yeast: 95; GRK2 aptamer HTS: 1; MEP2-GFP yeast: 90; AGP1 TOR yeast: 107; LAP4 TOR yeast: 110; RPL19A TOR yeast: 99

What do the screens show for `O=C(Nc1cc(N2CCOCC2)ncn1)NC1(C(F)(F)F)Oc2ccccc2O1`?
VLA-4 inh: 9; Yeast superoxide: 93; CIT2 TOR yeast: 75; GRK2 aptamer HTS: 0; MEP2-GFP yeast: 95; AGP1 TOR yeast: 92; LAP4 TOR yeast: 78; RPL19A TOR yeast: 94

Results for C/C(N)=C(/C#N)C(=O)CSc1nc2scc(-c3ccc(F)cc3)c2c(=O)n1C ?
VLA-4 inh: -2; Yeast superoxide: 107; CIT2 TOR yeast: 96; GRK2 aptamer HTS: 3; MEP2-GFP yeast: 105; AGP1 TOR yeast: 103; LAP4 TOR yeast: 96; RPL19A TOR yeast: 96

What do the screens show for `CC(C)N(Cc1nc(-c2ccccc2)no1)S(=O)(=O)c1ccccc1`?
VLA-4 inh: 13; Yeast superoxide: 122; CIT2 TOR yeast: 87; GRK2 aptamer HTS: 3; MEP2-GFP yeast: 95; AGP1 TOR yeast: 89; LAP4 TOR yeast: 96; RPL19A TOR yeast: 95

How did CCCN1Cc2cccc(C(N)=O)c2C1=O do in these assays?
VLA-4 inh: 10; Yeast superoxide: 102; CIT2 TOR yeast: 110; GRK2 aptamer HTS: 0; MEP2-GFP yeast: 108; AGP1 TOR yeast: 107; LAP4 TOR yeast: 112; RPL19A TOR yeast: 105

What do the screens show for `COc1ccc(/C=N/NC(=O)c2ccc(Cl)cc2)cc1COC(C)=O`?
VLA-4 inh: 12; Yeast superoxide: 96; CIT2 TOR yeast: 107; GRK2 aptamer HTS: 1; MEP2-GFP yeast: 100; AGP1 TOR yeast: 100; LAP4 TOR yeast: 98; RPL19A TOR yeast: 101

Results for CCOC(=O)c1c(C)nc2ccc(C)cn12 ?
VLA-4 inh: -3; Yeast superoxide: 71; CIT2 TOR yeast: 98; MEP2-GFP yeast: 98; AGP1 TOR yeast: 92; LAP4 TOR yeast: 101; RPL19A TOR yeast: 93
